# Screening data (PubChem BioAssay)
# CCR6 antag: antagonists of human CCR6 receptor. P51684. CHO-K1 CCR6 PathHunter beta-arrestin, luminescence, CCL20-stimulated. inhibition, % at 20 µM. hit rate 0.49% among 340,000;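 active = compounds whose inhibition of the agonist-driven luminescence signal at 20 µM reaches about 50%, limit read from the data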;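 also: cells stimulated with CCL20 at 14 nM final; plate controls were DMSO with CCL20 for no effect and DMSO without agonist for full effect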
# Target sequence (P51684 whole entry, looked up): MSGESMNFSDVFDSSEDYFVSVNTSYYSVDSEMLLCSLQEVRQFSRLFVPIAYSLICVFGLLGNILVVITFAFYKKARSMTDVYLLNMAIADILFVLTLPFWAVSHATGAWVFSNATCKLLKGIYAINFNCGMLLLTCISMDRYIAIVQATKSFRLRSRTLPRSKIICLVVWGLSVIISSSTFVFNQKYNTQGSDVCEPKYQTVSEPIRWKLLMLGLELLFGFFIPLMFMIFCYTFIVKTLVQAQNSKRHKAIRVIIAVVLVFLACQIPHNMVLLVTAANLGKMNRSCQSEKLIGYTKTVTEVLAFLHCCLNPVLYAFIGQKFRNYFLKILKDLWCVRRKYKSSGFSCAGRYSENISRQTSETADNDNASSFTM
# UBC13 inh: inhibitors of human UBC13 polyubiquitin chain formation. AID 485273. TR-FRET. P61088. inhibition, % at 20 µM. hit rate 0.47% among 330,000; in the data active = inhibition above about 45%, passing the limit was not always enough
# Target sequence (P61088 whole entry, looked up): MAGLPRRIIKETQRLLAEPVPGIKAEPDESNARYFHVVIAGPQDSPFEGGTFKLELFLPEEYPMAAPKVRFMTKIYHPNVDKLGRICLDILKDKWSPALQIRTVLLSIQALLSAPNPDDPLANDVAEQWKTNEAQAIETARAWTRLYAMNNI
# APJ agonist: APJ receptor agonism. CHO-K1 APJ PathHunter beta-arrestin, luminescence; 0% DMSO wells, 100% apelin. activation, % at 20 µM. hit rate 0.11% among 330,000. AID 2520;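 active = activation more than six SD over the plate average, tested at 20 µM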;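 also: 0% = DMSO alone and 100% = apelin-13 at 10 nM; some results filed as inactive read as strong as hits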
#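 Test system: CHO-K1 APJ beta-arrestin complementation cell line | Compound: Single test compound dose, 20 µM final, 1% DMSO | Incubation: Compound 90 min 25 °C, reagent 1 h | Measured by: beta-gal luminescence | Read-out basis: APJ–arrestin association signal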
# EBI2 block: EBI2 (human) antagonism. EBI2 beta-arrestin recruitment, luminescence, 7a,25-OHC stimulated. inhibition, % at 5 µM. hit rate 0.81% among 360,000; in the data active = inhibition above about 38%;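 also: enzyme fragment complementation signal reports receptor beta-arrestin coupling in cells; 0% = agonist plus DMSO wells and 100% = wells without agonist; some results beyond the cut were filed as inactive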
# CXCR6 inh: blocks human CXCR6 beta-arrestin recruitment. O00574. CHO-K1 PathHunter CXCR6 beta-arrestin, luminescence. inhibition, % at 20 µM. hit rate 0.36% among 360,000; in the data active = inhibition above about 34%, passing the limit was not always enough;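 also: antagonist mode with CXCL16 agonist at 10 nM final; 0% = 10 nM CXCL16 with DMSO and 100% = unstimulated wells without agonist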
# Target sequence (O00574 whole entry, looked up): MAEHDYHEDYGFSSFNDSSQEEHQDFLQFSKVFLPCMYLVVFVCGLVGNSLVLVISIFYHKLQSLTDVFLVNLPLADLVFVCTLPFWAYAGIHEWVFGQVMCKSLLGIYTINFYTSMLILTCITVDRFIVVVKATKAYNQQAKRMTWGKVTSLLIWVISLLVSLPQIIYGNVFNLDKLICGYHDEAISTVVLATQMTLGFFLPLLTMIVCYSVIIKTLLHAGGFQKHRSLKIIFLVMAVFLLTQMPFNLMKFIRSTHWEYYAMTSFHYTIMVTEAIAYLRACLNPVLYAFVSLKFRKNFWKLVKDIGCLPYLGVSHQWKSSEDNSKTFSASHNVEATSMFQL
# Gli-Sufu antag: blocks Gli-Sufu signaling in a luciferase reporter. Sufu-KO-LIGHT fibroblasts, Gli luciferase reporter luminescence. inhibition, % at 5 µM. hit rate 0.74% among 340,000;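 active = inhibition above about 55%, limit read from the data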;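 also: 0% = DMSO-treated cells and 100% = wells with medium but no cells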
# APJ antag: blocks the human apelin receptor APJ; inhibition, % at 20 µM; AID 2521; CHO-K1 APJ beta-arrestin complementation, luminescence; hit rate 0.32% among 330,000; P35414;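 active = inhibition above about 40% at 20 µM, limit read from the data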;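 also: cells challenged with 10 nM apelin-13 agonist together with compound; plate controls were apelin-13 plus DMSO wells for no effect and DMSO wells lacking apelin-13 for full effect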
# ATG4B inhibitor: blocks human ATG4B protease cleavage of LC3 substrate; AID 504462; Q9Y4P1; ATG4B cleavage of LC3-PLA2, NBD-HPC fluorescence, 1 h; inhibition, % at 8.33 µM; hit rate 0.51% among 340,000; in the data active = inhibition above about 40%
# Numbers without * were called inactive; . = not tested or not shown.
SMILES,CCR6 antag,UBC13 inh,APJ agonist,EBI2 block,CXCR6 inh,Gli-Sufu antag,APJ antag,ATG4B inhibitor
Cc1cccc2sc(NNC(=O)C3=COCCO3)nc12,-9,1,-2,-6,-9,-3,5,-3
CC(C)c1ccc(/C=C2\SC(N3CCOCC3)=NC2=O)cc1,-1,-8,4,7,-8,10,-8,-4
CN(c1ccc(C(=O)N2CCCCCC2)cc1)S(=O)(=O)c1ccccc1,7,4,-3,-16,-18,25,2,1
C#CCNC(=O)C1=C[C@H](C)[C@@H](CCCO)[C@H](OCC)O1,6,0,-1,-11,5,-8,18,0
CC(C)C(c1nnnn1Cc1ccccc1)N1CCc2ccccc2C1 (stereo unspecified),8,-2,-1,-1,-2,3,8,-3
O=C(NCC(c1cccs1)N1CCOCC1)c1cccnc1 (stereo unspecified),-5,3,5,2,-1,12,9,-8
CCN(CC)c1ccc(/C=N/N2C(=O)c3ccccc3C2=O)c(O)c1,5,-1,-3,3,-6,-25,13,-5
O=C(CSc1nnc(CNC(=O)c2ccc(F)cc2)o1)Nc1ccc2c(c1)OCCO2,-3,-6,4,0,-7,23,4,5
CSc1ccccc1OCc1cc(C(=O)N(C)Cc2ccncn2)no1,1,0,1,-7,3,-27,-1,20
O=C(COC(=O)CNS(=O)(=O)c1ccc2ccccc2c1)Nc1ccccc1Sc1ccccc1,5,4,0,5,-12,-1,1,-26
CCOCCCNC(=O)C1CCC(CNS(=O)(=O)c2ccc(Cl)cc2)CC1 (stereo unspecified),1,5,1,2,-7,14,-5,3
COc1ccc(C(=O)Nc2nnc(S(=O)(=O)N3CCOCC3)s2)cc1,6,5,4,-19,-6,-1,18,2
COc1cc(CCC(=O)Nc2nnc(-c3cccnc3)s2)cc(OC)c1OC,10,4,0,-4,2,3,2,-6
CC(=O)c1ccc(NC(=O)CS(=O)(=O)c2cn(CC(=O)N3CCOCC3)c3ccccc23)cc1,7,3,-2,-4,-11,-4,7,-12
COc1ccc(C(=O)CN2C(=O)c3ccccc3C2=O)c(OC)c1C,4,-12,-1,3,-2,7,0,19
Cc1ccc(NC(=O)CN2CCc3ccccc3C2)cc1C,8,-3,-1,-13,5,-6,7,2
NC1=NC2(CCCC2)N=C(Nc2ccccc2)N1,0,-3,-4,-6,0,-2,-21,-6
COc1ccccc1NC(=O)C(C)OC(=O)C1COc2ccccc2O1 (stereo unspecified),3,4,-5,-5,-5,4,10,-6
CCc1ccc(NC(=S)N(CCN(C)C)C(C)c2ccncc2)cc1 (stereo unspecified),4,-9,-5,22,-3,2,13,-9
CCCCCCCCCCCC1=C(O)C(=O)C=C(O)C1=O,42,.,.,2,24,-5,.,-35
COc1ccc(N2CC(C)Cn3c2nc2c3c(=O)n(Cc3ccc(C)cc3)c(=O)n2C)c(OC)c1 (stereo unspecified),5,0,-2,-9,-4,-3,-8,18
COc1ccc(Cl)cc1C(=O)CSc1nnnn1C1CCCC1,26,2,1,3,-7,2,-9,10
CCOC(=O)CSc1cc(=O)n(CC)c2ccccc12,9,18,-1,-2,-5,4,8,-6
O=C(Nc1nnc(-c2ccc(Cl)cc2)o1)Nc1ccccc1Cl,3,-3,2,-1,0,-4,5,-7
CN(C)c1ccc(NC(=O)COC(=O)CNC(=O)c2cccs2)cc1,-13,4,2,0,-10,-8,-23,-4
CCC1C(=O)N=C(SCC(=O)Nc2ccc(C)cc2)N(c2ccccc2)C1=O (stereo unspecified),2,4,0,3,-3,-10,11,3
Cc1ccc(CNC(=O)CSc2ncc(C(=O)Nc3ccccc3)c(=O)n2C)cc1,13,55*,-1,20,17,24,18,1
CCCN1C(=O)c2cc(C(=O)Nc3ccccc3C)ccc2C1Nc1ccccc1C (stereo unspecified),15,1,-2,-2,9,-10,3,4
CC1CN(S(=O)(=O)c2cccs2)CC(C)O1 (stereo unspecified),-9,1,0,2,-5,0,3,-2
COc1ccc(CCNC(=O)c2c(O)c3cccc4c3n(c2=O)CC4)cc1,6,8,-2,-16,-14,14,-2,-4

# An excerpt from above, showing only CCR6 antag, UBC13 inh and EBI2 block:
canonical_smiles | CCR6 antag | UBC13 inh | EBI2 block
CCCN1C(=O)c2cc(C(=O)Nc3ccccc3C)ccc2C1Nc1ccccc1C (stereo unspecified) | 15 | 1 | -2
CC1CN(S(=O)(=O)c2cccs2)CC(C)O1 (stereo unspecified) | -9 | 1 | 2

# The listing continues:
SMILES,CCR6 antag,UBC13 inh,APJ agonist,EBI2 block,CXCR6 inh,Gli-Sufu antag,APJ antag,ATG4B inhibitor
Cc1nn(Cc2ccc(Cl)cc2Cl)c(C)c1NC(=O)CCl,-9,-3,0,-12,-11,8,9,-3
Cc1ccccc1N=C(NOCc1ccccc1)c1nonc1N,15,2,5,9,2,2,13,13
CC(C)CCN1C(=O)CC(NNC(=O)c2ccc(S(=O)(=O)N3CCCC3)cc2)C1=O (stereo unspecified),11,-6,-2,0,-20,2,8,-4
Cc1ccc2[nH]cc(S(=O)(=O)c3ccc(C)c(C)c3)c(=O)c2c1,-6,15,0,-4,-8,-1,5,4
CCN(CCn1cccn1)C(=O)CCc1nnc(Cc2c[nH]c3ccccc23)o1,5,-3,0,-4,2,-3,4,-4
Cc1cc(C)c(NC(=O)CS(=O)CC(=O)Nc2cccnc2)c(C)c1 (stereo unspecified),-3,4,-2,3,-4,-14,5,12
CCCN(C(=O)c1cc(Cl)nc2ccccc12)c1c(N)n(Cc2ccccc2)c(=O)[nH]c1=O,4,4,-2,1,0,.,16,-8
COc1ccc(S(=O)(=O)N2CCC(C(=O)NC3CCCCC3)CC2)cc1OC,-1,-3,13,-6,-7,-7,-3,-12
Cc1ccc(C(=O)n2nc(-c3ccccc3)nc2NCc2ccco2)cc1,20,-9,-4,16,4,-12,6,3
O=C(CSc1nc2ccccc2c(=O)n1C1CC1)NCc1ccccc1,0,12,-3,-11,3,9,12,-1
O=C(c1cc(-c2ccccc2O)on1)N1CCCCCC1,20,6,0,0,3,-26,24,1
CC1(C)CC(=O)C=C(NNC(=O)c2ccc(N)cc2)C1,1,12,0,-16,-3,-5,8,3
Cc1ccc(-c2ocnc2C(=O)N2CCOCC2)cc1,-5,-7,-1,-2,4,6,-17,1
Cc1ccc(N2C(=O)[C@@H]3C(c4ccc(F)cc4)=NO[C@@H]3C2=O)cc1,12,4,-1,-8,1,-20,15,11
C=C(C)Cn1c(N)cc(=O)nc1SCC(=O)Nc1cccc(C(F)(F)F)c1,20,2,7,-6,4,-1,-6,3
CCn1c(=O)c2sccc2n(CC(=O)NC2CCCCC2)c1=O,12,2,0,0,11,5,0,-9
COc1cccc(OCCOCCOc2ccc(C)cc2[N+](=O)[O-])c1,23,3,6,-12,-3,-3,4,1
Cc1c(NC(=O)c2nn3c(C(F)(F)F)cc(-c4ccccc4)nc3c2Cl)c(=O)n(-c2ccccc2)n1C,15,-2,-1,4,8,7,4,1
Cc1ccc(/C=N/NC(=O)NC23CC4CC(CC(C4)C2)C3)o1,21,-6,1,14,0,-15,-3,-7
COc1ccc(-c2nc3ccc(C)cn3c2NCc2ccccc2)cc1SC1CCCCC1,10,16,25,-28,7,30,-12,10
O=C(O)c1ccc(CNCc2ccccc2Cl)cc1,9,2,-4,-2,-1,8,-5,-7
O=C1Cc2c(-c3ccccc3)cc(-c3cccc(Cl)c3)nc2-c2ccccc2N1,6,.,.,41,2,4,.,7
Cc1cccc(C)c1NC(=O)CNC(=O)c1cccnc1,-3,1,7,-7,0,-7,2,-3
Cn1c(=O)c2c(nc(CN3CCN(C(=O)c4ccco4)CC3)n2CCc2ccccc2)n(C)c1=O,-27,4,-4,2,-1,12,-3,-10
C=CC[C@@H](CC(=O)N[C@@H](CO)Cc1ccccc1)C(=O)NC[C@@H](OC(=O)[C@@H](CC=C)CC(=O)OC(C)(C)C)c1ccccc1,-7,-12,-2,5,-1,5,4,-5
CCn1ccc(C(=O)Nc2ccc(Cl)cn2)n1,17,-8,1,-13,4,-68,15,-3
C=CCN1C(=O)N(/C=C/C)c2cccc3cccc1c23,2,-3,5,2,-13,0,-23,-13
COc1ccc(C(c2nnnn2Cc2cccs2)N2CCN(c3ccc(F)cc3)CC2)cc1OC (stereo unspecified),4,4,-3,9,-2,0,1,-10
O=C(Nc1ccc(CN2CCOCC2)cc1)c1cc(Br)ccc1Cl,4,4,0,-3,2,8,-1,6
Cc1cnc(NC(=O)C2CCCC2)s1,0,6,-4,-14,-4,-5,5,-10

# As a working copy, some entries already given:
SMILES,CCR6 antag,UBC13 inh,APJ agonist,EBI2 block,CXCR6 inh,Gli-Sufu antag,APJ antag,ATG4B inhibitor
CCn1ccc(C(=O)Nc2ccc(Cl)cn2)n1,17,-8,1,-13,4,-68,15,-3
C=CCN1C(=O)N(/C=C/C)c2cccc3cccc1c23,2,-3,5,2,-13,0,-23,-13
COc1ccc(C(c2nnnn2Cc2cccs2)N2CCN(c3ccc(F)cc3)CC2)cc1OC (stereo unspecified),4,4,-3,9,-2,0,1,-10
O=C(Nc1ccc(CN2CCOCC2)cc1)c1cc(Br)ccc1Cl,4,4,0,-3,2,8,-1,6
Cc1cnc(NC(=O)C2CCCC2)s1,0,6,-4,-14,-4,-5,5,-10

# Going on with the list:
SMILES,CCR6 antag,UBC13 inh,APJ agonist,EBI2 block,CXCR6 inh,Gli-Sufu antag,APJ antag,ATG4B inhibitor
CN(C)CC(O)COC(c1ccccc1)c1ccccc1 (stereo unspecified),4,4,-2,-10,2,0,12,2
CCCCN(C(=O)Cc1ccc(S(=O)(=O)N2CCOCC2)s1)c1c(N)n(CC(C)C)c(=O)[nH]c1=O,14,0,2,-4,9,-2,-20,2
C=CCOC(=O)COc1ccc2c(C)c(C)c(=O)oc2c1C,32,0,-4,-3,-3,-3,12,-1
O=C(COC(=O)c1ccc(-c2ccc([N+](=O)[O-])cc2)o1)NC(=O)NC1CCCCC1,9,-8,1,1,6,-9,-3,-17
Cc1oc2c(CN3CCCCC3C)c(O)ccc2c(=O)c1-c1ccc(Br)cc1 (stereo unspecified),12,15,-1,-5,3,1,1,-3
CC(C)c1ccc(N(CC(=O)NCCc2ccccc2)C(=O)c2csnn2)cc1,16,3,-2,10,5,-7,1,-8
CCc1nn2c(=O)cc(COc3cccc(NC(=O)c4ccco4)c3)nc2s1,0,-7,-1,9,6,-11,-11,3
O=C(Cc1ccccc1)NCC(=O)N/N=C/c1ccc([N+](=O)[O-])s1,5,-21,2,0,-12,-1,-10,-7
CC(C)CNC(=O)COC(=O)c1n[nH]c2ccccc12,0,2,-3,-5,-12,-39,3,-3
CC(C)(C)c1cc(-c2n[nH]c(=S)n2-c2ccccc2F)n[nH]1,13,-4,4,1,-2,-7,6,-11
O=C(c1ccccc1-n1cccn1)N1CCc2c([nH]c3ccccc23)C1c1ccccn1 (stereo unspecified),14,-7,-4,12,12,5,12,-9
CCOc1ccc(C(=O)NCC(=O)OCc2c(C)noc2C)cc1,-4,6,-1,-7,-12,2,3,-6
COC(=O)C1=C(N)N(c2ccccc2F)C2=C(C(=O)CC(C)(C)C2)C1c1ccc(OC)c(OC)c1 (stereo unspecified),9,2,-1,22,2,-2,4,-5
C/C(=N\NC(=O)c1cccs1)c1ccc2c(c1)OCO2,-1,0,-1,-1,8,-17,-12,7
CC(=O)N(C(C)=O)N1C(=O)C2C3c4ccccc4C(c4ccccc43)C2C1=O (stereo unspecified),-1,-16,-1,7,0,-5,-4,8
CCC(C)C(=O)Nc1nnc(CCc2ccccc2)s1 (stereo unspecified),-1,-3,0,6,-11,9,-10,-5
CCCn1c(CC)nc([N+](=O)[O-])c1S(=O)(=O)c1ccccc1,15,-7,-2,-45,31,-7,4,10
O=c1cc(CN2CCN(c3cccc(C(F)(F)F)c3)CC2)nc2sccn12,16,11,-6,.,.,8,6,-13
O=C(COc1ccc(Br)cc1)NNC(=O)Cc1ccc(S(=O)(=O)N2CCOCC2)s1,10,.,.,25,3,1,.,-8
CCSc1nc2ccccc2c(=O)n1CCc1ccc(OC)c(OC)c1,3,-3,-3,13,-12,4,-11,9
CCC(=O)NCc1ccc2[nH]c(C)cc2c1,6,-26,0,2,-9,-14,-17,-2
CCCCOCCCNC(=O)N[C@H](C(=O)OC)C(C)CC (stereo partly specified),4,-2,0,3,8,1,17,2
